Screens from PubChem BioAssay.
RAD52 anneal inh: blocks human RAD52 DNA annealing | recombinant RAD52 DNA annealing, FRET fluorescence | inhibition, % at 18.7 µM | AID 651710 | hit rate 0.46% among 360,000 | P43351;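 active = every replicate showing at least 50% inhibition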
Target sequence (P43351 whole entry, looked up): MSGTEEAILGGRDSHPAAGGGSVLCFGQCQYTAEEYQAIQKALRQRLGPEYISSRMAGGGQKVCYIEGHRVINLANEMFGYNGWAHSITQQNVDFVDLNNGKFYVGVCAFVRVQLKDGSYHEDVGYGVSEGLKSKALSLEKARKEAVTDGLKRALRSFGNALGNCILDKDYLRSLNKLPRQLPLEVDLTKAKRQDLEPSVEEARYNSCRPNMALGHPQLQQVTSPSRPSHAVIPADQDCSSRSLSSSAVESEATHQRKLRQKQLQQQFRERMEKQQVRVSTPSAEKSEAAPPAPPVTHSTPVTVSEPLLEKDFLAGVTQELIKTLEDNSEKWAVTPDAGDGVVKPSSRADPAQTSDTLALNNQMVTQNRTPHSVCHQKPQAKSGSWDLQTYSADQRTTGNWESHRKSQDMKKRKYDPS
FN deposition inh: fibronectin deposition inhibition; AH1F fibroblasts, Alexa488-fibronectin deposition fluorescence, overnight; inhibition, % at 12.6 µM; hit rate 0.086% among 350,000; AID 743247;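 active = mean inhibition across replicates of 30% or more, regardless of how many single replicates reach that level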;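 also: positive control wells lacked labelled fibronectin entirely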
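Material: AH1F fibroblast monolayer depositing Alexa488-labelled fibronectin into matrix | Input: 10000 AH1F cells/well | Medium: DMEM plus 2% serum, read in PBS | Reagent: Alexa488-fibronectin, 24 nM final in well | Compound dosing: One dose per compound, pinned | Schedule: 1 h adhesion, overnight exposure | Measured by: Fluorescence at 485 nm excitation, 525 nm emission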
esBAF inh: blocks esBAF chromatin remodeling in mouse ES cells; Bmi1-luciferase knock-in reporter, 24 h; 100% = twice the neutral-well signal; reporter increase, % at 12.5 µM; hit rate 2% among 350,000; in the data active = activation above about 40%;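 also: 0% = median of the plate's neutral control wells and 100% = double that signal; a rise in the Bmi1 reporter signal indicates esBAF inhibition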
XiGFP reactiv: activators of X-chromosome reactivation in mouse fibroblasts | XiGFP mouse fibroblasts, % GFP-positive cells imaging, 3 d; cells co-treated with 5-aza-dC sensitizer; scaled so ellipticine positive control = 100% | activation, % at 7.58 µM | hit rate 0.055% among 360,000;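 active = mean normalized replicate activation at least 10% and every replicate at or above 10%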;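 also: 0% = median of on-plate neutral control wells and 100% = ellipticine 6 µM median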
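System: 68-5-11 XiGFP fibroblast line; Timing: 3 days compound exposure; Compound dosing: one concentration, pinned; Benchmarks: positive control ellipticine, 6 µM final; Buffer or medium: DMEM containing 5-aza-dC.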
RAD54 inh: RAD54 (human) branch migration inhibition; Q92698; RAD54 Holliday junction branch migration, FAM/BHQ fluorescence; inhibition, % at 10.4 µM; hit rate 0.14% among 360,000; AID 602329;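 active = mean normalized replicate activity at least 40 and at least half of replicates scoring 40 or more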;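 also: 0% = median of neutral control wells and 100% = median of positive control wells; inhibitors cause a drop in the FAM fluorescence signal; in these data hits start at about 50%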
E-selectin induc: induces E-selectin expression in human endothelial cells; activation, % at 7.58 µM; hit rate 0.37% among 260,000; AID 686992; HUVEC E-selectin immunofluorescence imaging; normalized: neutral wells 0, TNF-alpha wells 100; P16581;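 active = mean E-selectin-positive cell signal at least 10% of the positive control, reached in at least 60% of replicates, without over 20% cell loss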;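 also: in these data hits start at about 27%; measured in HUVEC primary endothelial cells; signal is the percent of cells scored E-selectin positive by PE staining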
Target sequence (P16581 whole entry, looked up): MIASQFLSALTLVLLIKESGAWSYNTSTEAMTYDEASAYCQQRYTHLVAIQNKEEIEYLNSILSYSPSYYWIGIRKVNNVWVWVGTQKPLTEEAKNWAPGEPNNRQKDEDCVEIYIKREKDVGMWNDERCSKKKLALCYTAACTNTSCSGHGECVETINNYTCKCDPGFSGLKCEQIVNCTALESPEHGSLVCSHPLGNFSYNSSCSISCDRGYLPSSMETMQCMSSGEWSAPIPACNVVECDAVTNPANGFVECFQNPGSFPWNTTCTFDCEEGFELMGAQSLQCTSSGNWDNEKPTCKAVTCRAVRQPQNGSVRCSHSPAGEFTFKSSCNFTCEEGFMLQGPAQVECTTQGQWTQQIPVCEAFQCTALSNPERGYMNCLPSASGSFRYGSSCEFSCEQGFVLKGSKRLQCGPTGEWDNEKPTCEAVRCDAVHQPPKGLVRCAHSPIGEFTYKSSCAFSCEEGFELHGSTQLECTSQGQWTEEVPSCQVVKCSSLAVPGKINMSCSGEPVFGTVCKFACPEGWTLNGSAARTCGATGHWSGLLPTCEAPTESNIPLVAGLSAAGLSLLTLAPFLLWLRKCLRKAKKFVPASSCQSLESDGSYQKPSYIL
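assay system = HUVEC, human umbilical vein endothelial cells | input = 3,000 HUVEC seeded per well | medium = EGM-2 growth medium on 0.1% gelatin-coated wells | dosing = one compound dose added by pin transfer | signal = immunofluorescence imaging | read-out basis = % PE-positive cells | control set = TNF-alpha, DMSO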
S100A4 MyoIIA: inhibitors of human S100A4 binding to myosin IIA peptide; P26447; AID 652163; hit rate 0.14% among 360,000; S100A4/TAMRA-MyoIIA peptide fluorescence polarization; inhibition, % at 10.7 µM;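 active = mean inhibition of at least 70% across replicates, with every replicate also reaching that level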
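Test system: S100A4 monomer protein; Medium: HEPES pH 7.2 with CaCl2, KCl, NaCl, DTT, Triton; Probe or stimulus: TAMRA-labelled myosin IIA heavy-chain peptide probe, 5 nM; Doses: one dose per compound; Times: polarization read 5 min after assay mix addition, stable 5–60 min; Benchmarks: neutral control DMSO, positive control TFP.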
EWS-Fli block: blocks EWS/Fli oncoprotein-driven transcription; A673 NR0B1-luciferase reporter, viability-normalised; inhibition, % at 12.6 µM; hit rate 0.67% among 350,000;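 active = mean inhibition of at least 50% after viability correction, with every replicate also passing that limit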;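 also: firefly luciferase signal divided by Alamar Blue viability fluorescence both relative to DMSO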
* marks the source's active call; other numbers are inactive results; . = not tested or not shown; & = joins results of further samples.

SMILES	RAD52 anneal inh	FN deposition inh	esBAF inh	XiGFP reactiv	RAD54 inh	E-selectin induc	S100A4 MyoIIA	EWS-Fli block
Cc1ccc(Nc2c(-c3ccc(N4CCOCC4)cc3)nc3ncccn23)c(C)c1	-156	11	14	-0.2	-2	-0.1	-2	-3
N#C[C@@H]1[C@@H](c2ccc(C#Cc3ccccc3F)cc2)[C@H](CO)N1C(=O)C1CC1	-62	-6	2	0.3	-18	-0.5	5	-16
Cc1nnc(SCC(=O)Nc2sc3c(c2C(=O)c2ccccc2)CCCC3)s1	.	-5	.	0.3	3	-2.7	.	.
O=[N+]([O-])c1cc(Br)c(O)c(C=Nc2ccc(N3CCOCC3)cc2)c1	-4	-3	.	0.1	.	.	-2	-2
CCNC(=O)C1CCCN(C(=O)c2ccc3c(c2)CCO3)CC1 (stereo not given)	-5	1	-3	0.0	-7	0.1	-1	-23
C[C@H](CO)N1C[C@H](C)[C@H](CN(C)CC2CCCCC2)Oc2ccc(NC(=O)Nc3ccc(C(F)(F)F)cc3)cc2C1=O	1	11	-6	-0.1	5	-0.2	12	9
Cc1ccc(C(=O)OC(C)C(=O)NC2CCCCC2C)cc1S(=O)(=O)N1CCOCC1 (stereo not given)	-12	0	1	0.0	-7	0.6	-12	1
CC(=O)N/C(=N/c1nc(C)cc(C)n1)Nc1ccc(C)cc1Cl	0	-7	2	0.1	-5	.	5	8
COc1ccccc1C(C)NC(=O)c1ccccc1SCC(=O)N1CCCC1 (stereo not given)	1	0	.	0.0	.	-0.3	1	4
COc1ccc(/C=C/C(=O)C2C(=O)C=C(C)OC2=O)cc1O (stereo not given)	.	8	51*	0.1	2	-0.5	.	.
Cc1cc(=O)[nH]c(CN2CCC(c3ccccc3)CC2)n1	-7	-1	.	0.1	.	.	4	2
O=C(NCC1CCCO1)c1ccc(COc2ccccc2)cc1 (stereo not given)	-11	2	49*	-0.1	10	-0.2	-8	.
CCn1ncc(Br)c1C(=O)Nc1cccc(F)c1	-13	11	.	-0.1	.	6.5	2	2
CC(C)C(C(=O)NC(C)(C)C)N(CCN1CCOCC1)C(=O)CNS(=O)(=O)c1ccccc1 (stereo not given)	4	-5	-2	0.0	0	0.0	-2	-1
C[C@H]1CN([C@@H](C)CO)C(=O)c2cc(NC(=O)Nc3ccccc3)ccc2O[C@@H]1CN(C)Cc1ccc(C(F)(F)F)cc1	-6	.	3	-0.2	2	0.2	-20	-1
COc1ccc(C2C(C#N)=C(N)N(N(C)C)C3=C2C(=O)CC(C)(C)C3)cc1OC (stereo not given)	-12	5	.	0.2	.	0.1	-4	12
Cc1cc(NC(=O)c2ccc(S(=O)(=O)N3CCc4ccccc43)cc2)no1	-15	-7	.	0.2	.	.	-8	-2
CCC(=O)N[C@H]1CC[C@H](CCNC(=O)Nc2ccc(F)cc2)O[C@@H]1CO	14	-7	5	-0.1	13	-0.2	5	-19
C[C@@H]1CN([C@H](C)CO)C(=O)c2cc(NS(=O)(=O)c3cn(C)cn3)ccc2O[C@@H]1CN(C)Cc1ccc(C(=O)Nc2ccccc2N)cc1	-6	.	.	-0.3	.	.	-6	-5
COc1cc(CNCCN(C)C)c(Br)cc1OC1CCCC1	7	11	-6	0.4	.	-0.6	-3	-2
CC(C)(C)c1cc(C(=O)N/N=C/c2ccc(F)cc2)n(-c2ccccc2)n1	-11	.	22	.	-4	.	5	-1
Cc1ccc(S(=O)(=O)N2CCN(CC3CC4C=CC3C4)CC2)cc1 (stereo not given)	1	-5	1	0.1	1	0.1	-3	8
COc1ccc(NC(=O)CSc2ccc([N+](=O)[O-])cc2)cc1S(=O)(=O)N1CCOCC1	-30	-9	5	0.2	.	1.0	-1	6
Cc1cc(C(=O)Nc2cccc3c2O[C@H](CN(C)C(=O)NC2CCCCC2)[C@H](C)CN([C@@H](C)CO)C3=O)n(C)n1	1	.	0	0.6	3	-3.3	5	-3
COc1cccc(S(=O)(=O)N(C)C[C@@H]2OCc3cnnn3CCCC(=O)N([C@H](C)CO)C[C@H]2C)c1	-44&8	-12&-11	-3&-3	-0.5	-11&4	0.0	11&-32	4&0
COCCCn1c(SCC(=O)Nc2cccc(C(=O)OC)c2)nnc1-c1ccncc1	.	6	-4	.	-18	-2.3	.	.
CCCS(=O)(=O)NC(=O)C1(C)CCN(C(=O)c2ccnc(Cl)c2)C1 (stereo not given)	-4	-6	0	0.0	5	-0.1	0	-4
COc1ccccc1Sc1nc(-c2ccccc2)ncc1OC	-13	-2	.	-0.2	.	.	0	2
COc1cc(CN2CCN(C(=O)c3cccc4ccccc34)CC2)cc(OC)c1OC	-7	-7	5	0.1	-7	.	-7	17
Cc1cc(C)c(S(=O)(=O)NCc2ccc3c(c2)OCO3)c(C)c1	-14	-3	-3	0.1	6	1.6	-3	3
CCOc1ccccc1NC(=O)C(=O)CC(=O)c1cccc(OC)c1	-21	0	-12	0.2	-13	-0.1	-13	17
CC(C)CC#Cc1ccc2c(c1)O[C@H](CN(C)CC1CC1)[C@H](C)CN([C@H](C)CO)S2(=O)=O	22	.	-11	0.4	-6	-0.1	-2	16
Cc1cc(N2CCN(CC(C)(C)O)C[C@H]2C)ccc1N1CCN(Cc2ccccc2)[C@H](C)C1	-12	-1	.	0.2	.	-0.1	8	16
O=C(CSc1ccc(Cl)cc1)N1N=CCC1c1ccccc1 (stereo not given)	1	2	.	0.0	.	-0.3	-3	1
CCOC(=O)N1CCN(Cc2nc3cc(NC(=O)c4cccs4)ccc3n2C)CC1	-9	-7	0	0.0	-8	0.4	-6	2
C[C@@H]1CN([C@H](C)CO)C(=O)CCCn2nncc2CO[C@H]1CN(C)S(=O)(=O)c1cccc(C#N)c1	-11&2	9&-4	-2&-1	-0.1&0.2	0&-3	-7.4	-4&-4	1&-9
COc1cccc(NC(=O)CSc2nc3c(c(=O)n2C)SC(C)C3)c1 (stereo not given)	-3	1	7	0.0	-2	-0.1	3	8
CCN(CC(O)COCc1ccc(Cl)cc1)C1CCCCC1 (stereo not given)	-10	4	.	-0.1	.	.	0	-6
Cc1ccc(OCc2ccccc2Br)c([N+](=O)[O-])n1	-1	0	0	-0.1	2	.	2	-19
CCc1ccccc1N(C(=O)c1ccco1)C(C(=O)NC1CCCC1)c1cccnc1 (stereo not given)	-4	-2	-2	0.2	-6	.	3	4
C[C@@H]1CN([C@H](C)CO)C(=O)c2cc(NS(=O)(=O)c3ccccc3)ccc2O[C@@H](C)CCCCO[C@H]1CN(C)S(=O)(=O)c1ccccc1	-18	-8	-2	0.2	1	-0.1	-5	-8
O=C(CN1C(=O)NC2(CCc3ccccc32)C1=O)c1cccs1 (stereo not given)	-5	-1	-5	0.0	-4	-0.7	-2	3
Cc1ccc2cccc(SCC(=O)Nc3ccc(F)cc3)c2n1	-18	1	0	0.3	5	0.0	1	0
Cc1cc(Cl)ccc1NC(=S)NCc1ccc(F)cc1	7	-1	-1	0.0	11	0.1	2	-5
Cc1cc(C(=O)OCC(=O)N2CCc3ccccc32)c(C)o1	2	.	50*	.	-17	.	-1	.

In another format: results already given.
> Cc1cc(NC(=O)c2ccc(S(=O)(=O)N3CCc4ccccc43)cc2)no1
  RAD52 anneal inh = -15	FN deposition inh = -7	esBAF inh = .	XiGFP reactiv = 0.2	RAD54 inh = .	E-selectin induc = .	S100A4 MyoIIA = -8	EWS-Fli block = -2
> CCC(=O)N[C@H]1CC[C@H](CCNC(=O)Nc2ccc(F)cc2)O[C@@H]1CO
  RAD52 anneal inh = 14	FN deposition inh = -7	esBAF inh = 5	XiGFP reactiv = -0.1	RAD54 inh = 13	E-selectin induc = -0.2	S100A4 MyoIIA = 5	EWS-Fli block = -19
> C[C@@H]1CN([C@H](C)CO)C(=O)c2cc(NS(=O)(=O)c3cn(C)cn3)ccc2O[C@@H]1CN(C)Cc1ccc(C(=O)Nc2ccccc2N)cc1
  RAD52 anneal inh = -6	FN deposition inh = .	esBAF inh = .	XiGFP reactiv = -0.3	RAD54 inh = .	E-selectin induc = .	S100A4 MyoIIA = -6	EWS-Fli block = -5
> COc1cc(CNCCN(C)C)c(Br)cc1OC1CCCC1
  RAD52 anneal inh = 7	FN deposition inh = 11	esBAF inh = -6	XiGFP reactiv = 0.4	RAD54 inh = .	E-selectin induc = -0.6	S100A4 MyoIIA = -3	EWS-Fli block = -2

Additional records.
SMILES	RAD52 anneal inh	FN deposition inh	esBAF inh	XiGFP reactiv	RAD54 inh	E-selectin induc	S100A4 MyoIIA	EWS-Fli block
COc1ccc(-n2c(=O)cc(N3CCc4ccccc43)[nH]c2=O)cc1	-5	.	1	.	2	.	-3	13
CC(=O)N1CCC(C(=O)OCc2ccc(Cl)cc2)(c2ccccc2)CC1	1	10	-8	.	13	.	-3	16
COc1ccc(Cl)cc1NC(=O)C1CCN(C(=O)C2CC(=O)N(c3ccc(C)cc3)C2)CC1 (stereo not given)	-9	2	-4	0.4	2	-0.1	-3	-7
O=C1c2ccccc2C(=O)N1COc1ccc(S(=O)(=O)N2CCOCC2)cc1[N+](=O)[O-]	4	3	-8	0.0	2	0.6	2	-6
COc1ccc(NC(=O)Nc2ccc3c(c2)C(=O)N([C@H](C)CO)C[C@H](C)[C@H](CN(C)C(=O)Nc2ccc4c(c2)OCO4)OCCCC[C@H](C)O3)cc1	-17	.	-1	0.4	-4	-0.1	8	4
CO[C@H]1CN(C)C(=O)c2ccc(NC(=O)c3cc(C)on3)cc2OC[C@H](C)NC[C@H]1C	-9	-3	-3	0.2	8	-0.3	-46	-1
C[C@@H]1CCCCO[C@H](CN(C)Cc2ccc(C(=O)O)cc2)[C@H](C)CN([C@H](C)CO)C(=O)c2cc(NC(=O)c3ccncc3)ccc2O1	103*	.	-1	-0.1	5	-0.2	1	-2
CCCC(=O)Nc1nc(C)c(-c2csc(Nc3cc(OC)ccc3OC)n2)s1	-3	-6	-4	0.3	5	-0.2	-4	32
O=S(=O)(NCCS(=O)(=O)N1CCN(c2ccccc2)CC1)c1ccc(F)cc1	-3	-1	.	-0.1	.	.	0	3
C[C@@H]1CN([C@@H](C)CO)C(=O)c2cc(NC(=O)CCN3CCOCC3)ccc2O[C@@H]1CN(C)C	-6	.	-3	-0.4	0	.	9	-10
COc1ccc(NC(=O)CC2C(=O)N(C)C(=S)N2CCc2ccc(F)cc2)cc1 (stereo not given)	4	-8	7	0.1	3	-0.5	-3	19
Cc1ccc(C(=O)N(Cc2cccs2)C2CCS(=O)(=O)C2)cc1 (stereo not given)	-10	-3	4	0.1	1	.	-4	7
CC(C)NC(=O)N(C)C[C@@H]1Oc2ccc(NC(=O)Nc3ccccc3)cc2CC(=O)N([C@H](C)CO)C[C@H]1C	11	.	2	0.4	-7	.	-5	-1
CC1(C)Cc2c(c(N3CCOCC3)nc3sc4c(NCCN5CCOCC5)nnnc4c23)CS1	-15	11	.	0.2	.	0.8	-12	5
O=C(CN(Cc1ccc(F)cc1)C(=O)c1csnn1)NCc1ccccc1	-2	4	-5	0.0	-8	.	-2	4
CCCN(C)C[C@@H]1Oc2cc(-c3cccnc3)ccc2S(=O)(=O)N([C@H](C)CO)C[C@@H]1C	8	.	2	-0.6	3	-0.2	-13	-4
CN(C)C(=O)c1ccc(-c2ccc(C3[C@H]4CNC[C@@H]3N4C(=O)NC3CCCC3)cc2)cc1 (stereo not given in full)	-1	-3	.	0.0	.	-0.1	-2	.
